Assay outcomes from PubChem BioAssay.
JMJD2C inh: blocks human GASC-1 demethylase activity. GST-JMJD2C(1-420) H3K9me3 demethylation, DELFIA europium. inhibition, % at 2.35 µM. Q9H3R0. 330,000 compounds, 0.069% hits. AID 2099;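 active means more than half of a compound's replicate wells show inhibition beyond 50%, single wells judged on their own value; inconclusive means some, but no more than half, of replicates pass 50% inhibition; inactive means no replicate passes 50% inhibition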;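 further: signal counts dimethyl H3K9 product captured on neutravidin plate; 0% = median of DMSO wells and 100% = 0.3 times that DMSO median; strong numbers were not always called active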
Target sequence (Q9H3R0 1-420 limits assumed): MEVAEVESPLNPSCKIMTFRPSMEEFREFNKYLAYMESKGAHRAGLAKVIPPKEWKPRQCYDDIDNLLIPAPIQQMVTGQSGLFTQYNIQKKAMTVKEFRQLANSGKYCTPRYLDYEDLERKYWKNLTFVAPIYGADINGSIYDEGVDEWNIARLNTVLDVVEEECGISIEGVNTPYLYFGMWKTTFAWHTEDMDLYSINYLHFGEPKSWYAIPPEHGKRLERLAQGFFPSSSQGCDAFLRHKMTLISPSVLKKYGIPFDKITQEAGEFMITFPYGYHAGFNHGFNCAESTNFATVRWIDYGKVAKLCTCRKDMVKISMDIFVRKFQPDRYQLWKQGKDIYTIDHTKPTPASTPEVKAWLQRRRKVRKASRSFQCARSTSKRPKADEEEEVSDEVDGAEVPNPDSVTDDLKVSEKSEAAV
Numbers without * were called inactive; i = inactive; ? = inconclusive.

SMILES	JMJD2C inh
Cc1cc(CNC(=O)COc2ccccc2)c2ccccc2n1	-1.5
CCOP(=O)(OCC)C(Nc1cccc(C(F)(F)F)c1)c1ccc(Br)cc1 (stereo not given)	6.2
CC(=O)NC(CC(C)C)C(=O)NC(Cc1ccccc1)C(N)=O (stereo not given)	-10.5
Cc1[nH]c2ccccc2c1/C=C/c1cc[n+](C)cc1	-24.3
CC1(C)Cc2c(c(N3CCCCC3)[nH]c(=S)c2C#N)CS1	41.5
CCn1cc(/C=C(\NC(=O)c2ccccc2)C(=O)N2CCOCC2)c2ccccc21	-6.3
COc1ccc(-c2cc(C(F)(F)F)nc(S(=O)(=O)CCCC(=O)Nc3cccc(O)c3)n2)cc1OC	-25.9
Cc1ccc(C(CNS(=O)(=O)c2cc(F)ccc2F)N2CCN(C)CC2)cc1 (stereo not given)	-0.5
C[C@@H](O)C1NC(=O)[C@H](CCCCN)NC(=O)c2cc([N+](=O)[O-])cc(I)c2NCCC[C@@H](C(N)=O)NC1=O (stereo not given in full)	-14.1
COc1ccc(C)cc1N=Nc1ccc(O)c2ncccc12	-11.4
CCOC(=O)c1cccc(-n2c(-c3ccc(OC)cc3)nc3nc4ccccc4nc32)c1	-11.0
Cn1c(O)c(C=NCC2CCNCC2)c(=O)n(C)c1=O	10.4
COC(C[C@@H]1O[C@@H]1[C@@H](O)[C@H](C)OCc1ccccc1)OC	?
O=C(c1cnn2c(C(F)(F)F)cc(-c3ccc(Br)cc3)nc12)N1CCOCC1	-6.8
CCOCCCNC(=O)c1cn2c3c(ccc(Cl)c3c1=O)OC(C)C2 (stereo not given)	-3.3
O=C1CCc2cc(S(=O)(=O)NCCc3ccc(Cl)cc3)cc3c2N1CC3	-2.8
CCOC(=O)[C@H]1[C@H]2COc3ccccc3[C@@H]2N2C(=O)c3c(C)cc(C)cc3NC(=O)[C@@]12C	3.1
Cc1cccc(NC(=O)CSc2nnnn2C2CCCC2)c1	-6.3
O=C(C1=C[C@@H](c2ccc(C(F)(F)F)cc2)C[C@@H](OCCCCO)O1)N1CCCCCCC1	-0.1
CC(=O)c1ccc(NC(=O)CSc2ccsc2[N+](=O)[O-])cc1	-7.1
O=C(O)c1ccccc1NS(=O)(=O)c1ccc(NNC(=S)Nc2ccc(OC(F)F)cc2)c([N+](=O)[O-])c1	-26.9
O=C(O)c1cc(-c2ccco2)nn1-c1ccc(Cl)cc1	-30.0
O=C(NCc1ccc2c3c(cccc13)C(=O)N2)c1cccs1	-13.1
C=CCOC(=O)C1=C[C@@H](c2csc3ccccc23)[C@H](CCCO)[C@@H](OCC)O1	0.3
COc1ccc(-c2cc(C(=O)NN3CCOCC3)c3ccccc3n2)cc1OC	-0.7
Cc1nn(-c2ncc(C(F)(F)F)cc2Cl)c(=O)n1-c1ccccc1Cl	1.2
Cc1cc2cc3c(cc2nc1SCC(=O)OC(C)C)OCO3	-22.3
Cc1nn(-c2ccccc2)c2sc(C(=O)N(CC(=O)NC3CCCC3)Cc3ccco3)cc12	-2.1
O=C(O)CCCNC(=O)Nc1ccccc1	15.3
CC(=O)Nc1ccc(NC2=C(Cl)C(=O)c3ccccc3C2=O)cc1	1.0
C#CCOCCOCCOCCNc1nc(N2CCN(C(=O)[C@H](CCC(=O)O)n3cc(C(N)CO)nn3)CC2)nc(N2CCN(C(=O)[C@H](CCCCN)n3cc(C(N)[C@H](C)CC)nn3)CC2)n1 (stereo not given in full)	7.1
CCCCC1=CC2=CC(=O)C(C)(OC(=O)c3cccs3)C(=O)C2=CO1 (stereo not given)	0.2
Cn1c(N2CCCCC2)nc2c1c(=O)n(Cc1cccc(Br)c1)c(=O)n2C	i
Cc1noc(C)c1COc1ccc(C(=O)Nc2cccnc2)cc1	-6.9
Cc1cc(OC(=O)c2ccccc2)c([N+](=O)[O-])c(=O)[nH]1	-4.6
COc1cc(C(=O)N(C)c2nnc(-c3cccnc3)s2)cc(OC)c1OC	29.7
COC(C[C@H](O)C[C@H](O)[C@@H](C)OCc1ccccc1)OC	2.5
O=C(NCCN1CCN(c2ccccc2F)CC1)c1ccc2nc3ccccc3c(=O)n2c1	10.8
C[C@@H]1NC(=O)[C@H](CCCN=C(N)N)NC(=O)c2cc([N+](=O)[O-])cc(I)c2OCC[C@@H](C(=O)NC(CC(=O)O)C(N)=O)NC1=O (stereo not given in full)	-9.0
COc1ccc(/C=C2\SC(=S)NC2=O)cc1OS(=O)(=O)c1ccc(NC(C)=O)cc1	-4.7
O=C(C1=C[C@H](c2coc3ccccc3c2=O)C[C@H](OCCCCO)O1)N1CCN(Cc2ccc3c(c2)OCO3)CC1	121.8
CCCCCCN(C(=O)CCCCCN1C(=O)NC(c2ccc(C(C)(C)C)cc2)C(C(=O)OCc2ccccc2)=C1C)C(C(=O)NCCCC)c1ccc(OCC(=O)OC)c(C(=O)OC)c1 (stereo not given)	6.3
O=C(O)CCCCn1c(SCc2ccccc2Cl)nc2ccsc2c1=O	-10.2
CC(=O)NC(Cc1ccccc1F)C(=O)NC1CCN(S(=O)(=O)c2ccccc2)CC1 (stereo not given)	-6.2
Cc1ccc(O)c(N=Cc2cc(Cc3ccccc3)cc([N+](=O)[O-])c2O)c1	-9.7
Cn1c(O)c(C=NC(CC(N)=O)C(=O)O)c(=O)n(C)c1=O (stereo not given)	0.9
CC(C)C[C@@H](CSc1ccc(Br)cc1)N1CCN(CC(C)C)CCC1=O	0.0
Cc1ccc(C)c(N(CC(=O)NCc2ccco2)C(=O)CCC(=O)Nc2ccccn2)c1	-5.0
CCOC(=O)[C@H]1[C@H]2COc3ccc(OC)cc3[C@@H]2N2C(=O)c3cc(C)ccc3NC(=O)[C@@]12C	51.6*
N=C1/C(=C\c2ccc(OC(=O)c3ccco3)cc2)C(=O)N=C2SC=NN12	-18.1
CCOc1ccccc1NC(=O)c1cc(-c2ccncc2)nc2c(Cl)cccc12	-5.4
Cc1nnc(SCC(=O)Nc2ccc3c(c2)OCO3)s1	-4.3
Cc1cccc(C2C3=C(Nc4[nH]n(-c5ccccc5)c(=O)c42)c2ccccc2C3=O)c1 (stereo not given)	27.9
COc1ccccc1Oc1ccc(N2CC(C(=O)OCC(=O)c3ccc(F)cc3)CC2=O)cc1 (stereo not given)	3.5
O=C(NCc1ccc(F)cc1)c1noc2c1CCCCC2	1.5
COc1ccc(C(=O)N2N=C(c3ccccc3)CC2(O)C(F)(F)F)cc1 (stereo not given)	-7.5
C[C@@H]1CC[C@@]2(O[C@H](CCO)C[C@@H](O)[C@@H]2O)O1	8.2
COc1cc2c(cc1OC)C(=O)N1[C@H]3c4cc(Cl)ccc4OC[C@@H]3[C@H](c3ccccc3)[C@]1(C)C(=O)N2	-2.9
CN(CC1CCOCC1)C(=O)CC1C(=O)NCCN1Cc1cccc(C(F)(F)F)c1 (stereo not given)	-7.4
CCCN1CCC(=O)N(CCSc2ccc(OC)cc2)CC1	6.1
Carrying on:
SMILES	JMJD2C inh
O=C(/C=C/c1ccccc1)Nc1ccc(Cl)cn1	5.0
CCCCCCc1nc2ccccc2c(=O)n1NC(=O)c1c(O)c2cccc3c2n(c1=O)CCC3	21.2
COc1ccc(NCC(=O)N/N=C2\CCCC(C)C2)cc1 (stereo not given)	-30.2
c1ccc(CC2CCN(c3ncnc4sccc34)CC2)cc1	-21.6
COc1ccc(C(=O)NCCCn2cccn2)cc1OC1CCN(C(C)=O)CC1	7.3
O=C(/C=C/c1ccc(Cl)c([N+](=O)[O-])c1)Nc1ccc(NC(=O)c2ccco2)cc1	-6.5
Cn1c2ccccc2c2nnc(SCCN3CCOCC3)nc21	3.9
O=C(O)CCCN1C(=O)/C(=C/c2cn(-c3ccccc3)nc2-c2cccs2)SC1=S	-12.2
CCN(CC)C(=O)c1[nH]cnc1C(=O)N[C@@H](CCCCNC(=O)OC(C)(C)C)C(=O)OC(C)(C)C	18.0
CC(=O)N1CCN(c2c(F)c(F)c(C(F)(F)F)c(F)c2F)CC1	9.1
CCn1c(=S)[nH]c2scc(-c3cccs3)c2c1=O	17.4
CN(C)c1ccc(C(c2nnnn2C(C)(C)C)N2CCc3ccccc3C2)cc1 (stereo not given)	4.7
CCOc1nc(-c2ccc(C)cc2)ccc1-c1noc(-c2cccnc2)n1	2.4
C=CCOC(=O)C1=C(C)NC(SCC(=O)OCC)=C(C#N)C1c1ccc(O)c(OC)c1 (stereo not given)	0.2
C[C@@H]1CC=C[C@H]2[C@H]1C(=O)N(Cc1ccccc1)[C@H]2c1ccc(F)c(Br)c1	12.6
O=C1C(=O)N(CCCN2CCOCC2)C(c2cccs2)/C1=C(/O)c1ccc2c(c1)OCO2 (stereo not given)	-2.3
C#CCOCCOCCOCCNc1nc(N2CCN(C(=O)[C@H]([C@@H](C)CC)n3cc(CCCN=C(N)N)nn3)CC2)nc(N2CCN(C(=O)[C@H]([C@@H](C)CC)n3cc(CCCN=C(N)N)nn3)CC2)n1	-6.9
CN1C(=O)/C(=C/C=C2\SCCN2C)SC1=S	16.7
O=C(COC(=O)c1cnccn1)c1ccccc1	-3.6
Cc1ccc(Sc2c(O)c3ccccc3n(C)c2=O)cc1	12.8

Copied from the list:
Cc1cccc(C2C3=C(Nc4[nH]n(-c5ccccc5)c(=O)c42)c2ccccc2C3=O)c1 (stereo not given) @ JMJD2C inh = 27.9
C=CCOC(=O)C1=C(C)NC(SCC(=O)OCC)=C(C#N)C1c1ccc(O)c(OC)c1 (stereo not given) @ JMJD2C inh = 0.2
CN1C(=O)/C(=C/C=C2\SCCN2C)SC1=S @ JMJD2C inh = 16.7
C[C@@H]1CC=C[C@H]2[C@H]1C(=O)N(Cc1ccccc1)[C@H]2c1ccc(F)c(Br)c1 @ JMJD2C inh = 12.6
N=C1/C(=C\c2ccc(OC(=O)c3ccco3)cc2)C(=O)N=C2SC=NN12 @ JMJD2C inh = -18.1
O=C(O)CCCN1C(=O)/C(=C/c2cn(-c3ccccc3)nc2-c2cccs2)SC1=S @ JMJD2C inh = -12.2
O=C1CCc2cc(S(=O)(=O)NCCc3ccc(Cl)cc3)cc3c2N1CC3 @ JMJD2C inh = -2.8

Molecules from the list above containing a cyano group (two):
SMILES	JMJD2C inh
CC1(C)Cc2c(c(N3CCCCC3)[nH]c(=S)c2C#N)CS1	41.5
C=CCOC(=O)C1=C(C)NC(SCC(=O)OCC)=C(C#N)C1c1ccc(O)c(OC)c1 (stereo not given)	0.2

Returning to the listing; the 2 compounds before the break are reprinted first.
SMILES	JMJD2C inh
O=C(COC(=O)c1cnccn1)c1ccccc1	-3.6
Cc1ccc(Sc2c(O)c3ccccc3n(C)c2=O)cc1	12.8
Oc1cccc(/C=N/Nc2cccc3cccnc23)c1	-41.7
O=[N+]([O-])C1=CC=C2C(=NC3(CCCCC3)N2O)C1=NCCc1ccccc1	3.9
Cc1ccc(/C=N/n2c(-c3ccncc3)n[nH]c2=S)cc1	9.8
COC(=O)c1cccc(Nc2c3c(nc4ccccc24)CCC3)c1	-5.4
O=C(NNC(=O)C1CCCN(S(=O)(=O)c2ccc3ccccc3c2)C1)C1CC1 (stereo not given)	1.7
Cc1cc(NC(=O)CN2CCCC(C)C2)n(-c2nc3ccccc3s2)n1 (stereo not given)	14.5
COc1cc(NS(=O)(=O)c2ccc(NC(=S)NC(=O)/C=C/c3ccco3)cc2)ncn1	-36.7
N/C(=N\OC(=O)COc1ccc([N+](=O)[O-])cc1)c1ccc(Br)cc1	-21.8
COC(=O)[C@@H]1C[C@H]2CC[C@H](O)C[C@H]2N1Cc1ccccc1OS(=O)(=O)c1ccc(C)cc1	11.1
CCOC(=O)c1c(-c2ccccc2)csc1NC(=S)N(CC)CC	-0.6
COc1cc(O)c(C(CC(=O)N2CCCCC2)c2ccc(N(C)C)cc2)c(OC)c1 (stereo not given)	2.1
Cc1ccc(S(=O)(=O)N2CCC(=O)N(C(COC(=O)Nc3ccccc3)Cc3ccccc3)CC2)cc1 (stereo not given)	-0.1
COc1ccc(SCCN2CCN(CC(C)C)CCC2=O)cc1	7.4
O=C(CSc1ncnc2c1nnn2Cc1ccccc1F)N1CCN(c2ccccc2)CC1	6.1
COC(C[C@@H]1O[C@H]1[C@@H](O)COCc1ccccc1)OC	i
Cc1ccccc1OCC(=O)Nc1ccc(S(=O)(=O)N2CCOCC2)cc1	-2.5
CCC(C)n1cnc2c(c1=O)c1nc3ccccc3nc1n2Cc1ccc2c(c1)OCO2 (stereo not given)	-5.8
C[C@H](NC(=O)c1nc[nH]c1C(=O)NCCCCCN)C(=O)OCc1ccccc1	-15.5
COC(=O)[C@@]12CCCN1[C@H](c1ccc(-c3ccc(OC)cc3)c(OC)c1)[C@H]1C(=O)N(C)C(=O)[C@H]12	-1.1
Cc1cccc(CN2CCN(CC(=O)O)C2=O)c1	27.8
Cc1ccc(C2=Nc3c(ccc4ccccc34)C(c3ccncc3)=NN2)cc1	-31.0
Cc1ccc(C2=NOC(=O)/C2=C\C=C\c2ccccc2)cc1	-23.4
CN(Cc1ccc(OCC(O)CN2CCCCC2)cc1)Cc1ccnc2ccccc12 (stereo not given)	-11.0
O=C(CNC(=O)Cc1ccccc1)N=Nc1c(O)n(Cc2ccc3c(c2)OCO3)c2ccccc12	-0.1
CCOC(=O)N=Nc1c2ccccc2c2nc3no[nH]c3nc12	-35.6
O=C(c1nnsc1S(=O)(=O)c1ccc(Cl)cc1)N1CCOCC1	6.4
CCOC(=O)[C@H]1[C@H]2COc3ccc(Br)cc3[C@@H]2N2C(=O)c3ccc(F)cc3NC(=O)[C@@]12C	5.1
O=C(O)c1cc(Sc2ccc(Br)cc2)nc2ccccc12	-13.3
CC(C)CC(C(=O)Oc1ccc2c3c(c(=O)oc2c1)CCC3)N1C(=O)c2ccccc2C1=O (stereo not given)	75.0
O=C(CN1CCN(Cc2ccc3c(c2)OCO3)CC1)Nc1ccc2c(c1)OCCO2	1.2
O=C(c1ccc2c(c1)OCO2)N1CCC2(CC1)Oc1ccc(Cl)cc1C(=O)C21CC(c2ccc(Cl)cc2)=NO1 (stereo not given)	-1.3
CCN1C(=O)[C@H]2[C@@H](c3ccc(-c4cccc(Cl)c4)c(OC)c3)N[C@@](CC(C)C)(C(=O)OC)[C@H]2C1=O	-5.5
Cc1noc(C)c1C(=O)Nc1ccc(S(=O)(=O)N2CCCCC2)cc1	7.6
Cc1ccc(NC(=O)CN2C(=O)N/C(=C\c3cccn3-c3cccc(C(=O)O)c3)C2=O)cc1	-10.6
Cn1c(=O)c2cn3ncccc3c2n(C)c1=O	19.4

This is a subset, so the mix of outcomes need not match the whole.
